High-throughput results from PubChem BioAssay.
NALP1 inh – NALP1 inhibition; S. cerevisiae NALP1/ASC/caspase-1 growth, X-gal OD620, 72 h; inhibition, % at 10 µM; 0.61% of 280,000 active; AID 2071; in the data active = inhibition mostly above about 24%, no sharp cut-off; inactive = mostly below about 32%; also: some compounds called inactive have numbers as strong as hits
OXTR agonist – activates the human oxytocin receptor; P30559; CHO-OTR cells, Fluo-8 calcium fluorescence; normalized: DMSO 0%, oxytocin 100%; activation, % at 3 µM; 0.32% of 320,000 active; AID 2435;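 active = activation above the mean of all tested compounds plus 3 SD, cutoff set per screening run, cut at about 20% in these data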;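 also: peak over basal fluorescence ratio from a 100 s FLIPR kinetic read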
Target sequence (P30559 whole entry, looked up): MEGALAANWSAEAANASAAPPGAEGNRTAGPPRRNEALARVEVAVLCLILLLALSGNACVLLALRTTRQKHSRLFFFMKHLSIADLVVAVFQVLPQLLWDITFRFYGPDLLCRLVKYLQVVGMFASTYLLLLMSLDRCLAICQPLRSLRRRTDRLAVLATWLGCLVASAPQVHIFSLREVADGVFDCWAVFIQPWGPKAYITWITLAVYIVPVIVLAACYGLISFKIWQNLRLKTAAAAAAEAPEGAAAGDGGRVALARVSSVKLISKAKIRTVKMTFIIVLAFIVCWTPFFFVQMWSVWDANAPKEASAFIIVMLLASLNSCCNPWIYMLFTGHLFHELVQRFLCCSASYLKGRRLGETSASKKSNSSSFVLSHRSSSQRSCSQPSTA
MEKK2mut PB1 HTS – signal of MEK5 binding to mutant human MEKK2 PB1 domain | percent response, % at 10 µM | 0.35% of 290,000 active | bead flow cytometry, Alexa488-MEK5 binding to MEKK2 mutant | AID 1530; in the data active = percent response above about 24%, passing the limit was not always enough; also: inactives centre near 1; some results filed as inactive read as strong as hits; reference of the scale not given here
GalR3 antagonist – blocks the human galanin receptor 3; O60755; HEK293 GalR3-CNG cAMP membrane potential fluorescence; galR3 body fused to GalR1 C-terminus; inhibition, % at 3 µM; 0.44% of 360,000 active; AID 651719;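 active = inhibition above the screen-wide average plus 3 SD, cut at about 13% in these data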;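 also: forskolin and galanin both at EC90 stimulate the cells; cAMP rise reported by CNG channel membrane potential dye signal; 0% = forskolin plus galanin with DMSO and 100% = forskolin alone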
Target sequence (O60755 1-299 limits assumed): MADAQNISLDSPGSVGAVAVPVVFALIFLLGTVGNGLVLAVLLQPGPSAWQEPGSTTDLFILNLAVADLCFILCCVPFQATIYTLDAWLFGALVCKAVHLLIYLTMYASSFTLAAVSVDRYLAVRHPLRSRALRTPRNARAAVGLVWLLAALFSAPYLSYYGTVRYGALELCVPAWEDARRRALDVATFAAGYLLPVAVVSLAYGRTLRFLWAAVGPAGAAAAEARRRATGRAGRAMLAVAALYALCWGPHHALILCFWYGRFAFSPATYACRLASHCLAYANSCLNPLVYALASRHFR
MEKK3 PB1 HTS – raises or lowers MEK5 binding to the human MEKK3 PB1 domain; bead-based flow cytometry, Alexa488-MEK5 binding to MEKK3; actives lie on both sides; 0 = blocked by unlabeled MEK5, 100 = vehicle; AID 1529; 1.4% of 290,000 active; Q99759; binding response (% of control), % at 10 µM;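 active = binding response more than 3 SD above or below the average of its plate-row segment, actives on both sides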;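 also: Alexa488 bead fluorescence after subtracting the streptavidin-only scavenger bead signal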
V1aR counter – counter-screen for oxytocin receptor agonists: human V1a receptor agonists. CHO-V1R cells, Fluo-8 calcium fluorescence, agonist mode; 0% DMSO, 100% 3 nM vasopressin. activation, % at 3 µM. 0.25% of 320,000 active;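 active = activation above the mean activation of all tested compounds plus 3 SD, per screening run, cut at about 20% in these data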;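 also: signal is peak over basal fluorescence ratio across a 100 second FLIPR read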
PHOSPHO1 block – inhibitors of human PHOSPHO1 phosphatase. inhibition, % at 13.3 µM. 1.1% of 290,000 active. AID 1565. Q8TCT1. recombinant PHOSPHO1, absorbance phosphatase assay; in the data active = inhibition above about 60%
Target sequence (Q8TCT1 whole entry, looked up): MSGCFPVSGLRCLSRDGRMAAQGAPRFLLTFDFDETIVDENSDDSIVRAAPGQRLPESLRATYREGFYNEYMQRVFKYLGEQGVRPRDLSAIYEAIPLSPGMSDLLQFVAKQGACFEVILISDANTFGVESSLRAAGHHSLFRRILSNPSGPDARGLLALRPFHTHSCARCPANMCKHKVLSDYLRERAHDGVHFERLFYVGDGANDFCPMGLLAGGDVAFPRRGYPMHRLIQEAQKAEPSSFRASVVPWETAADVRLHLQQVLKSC
MEKK2 WT-MEK5 – raises or lowers MEK5 binding to wildtype human MEKK2 PB1 domain. bead flow cytometry, Alexa488-MEK5 binding to MEKK2 WT; actives lie on both sides. 1.1% of 290,000 active. Q9Y2U5. binding response (% of control), % at 10 µM; in the data active = binding response below about 67% or above about 130%
GPR7 antag – human neuropeptides B/W receptor 1 antagonism; GPR7-expressing cells, fluorescence antagonist assay; inhibition, % at 4.4 µM; 1.1% of 290,000 active; AID 1861; in the data active = inhibition above about 16%, passing the limit was not always enough;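 also: cells stimulated with the agonist NPW; 0% = agonist with vehicle and 100% = vehicle without agonist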
Active calls of the source: *; / = no result given.

SMILES | NALP1 inh | OXTR agonist | MEKK2mut PB1 HTS | GalR3 antagonist | MEKK3 PB1 HTS | V1aR counter | PHOSPHO1 block | MEKK2 WT-MEK5 | GPR7 antag
O=C(COc1ccc(-c2nnco2)cc1)N1CCN(S(=O)(=O)c2ccc3ccccc3c2)CC1 | 30 | 6.5 | -5 | -6 | 90 | 7.2 | -4 | 91 | 8
CC(=O)n1c2c(c3ccccc31)OC(N)=C(C#N)C2c1ccc(C(C)C)cc1 (configuration not stated) | 34* | -0.8 | -7 | -5 | 98 | -0.2 | 16 | 91 | 15
O=C(Nc1ncccn1)C1CCCCC1 | 14 | 0.1 | -7 | 2 | 98 | 0.7 | 45 | 92 | -2
Cc1sc2nc(C(C)Sc3n[nH]c(N)n3)[nH]c(=O)c2c1C (configuration not stated) | -11 | 0.2 | -1 | 7 | 101 | -0.6 | -27 | 98 | -1
O=C1NC(=Nc2cccc(Cl)c2)SC1Cc1cccc(Cl)c1Cl (configuration not stated) | 12 | 0.2 | -4 | -2 | 95 | -0.1 | -1 | 92 | -13
O=C(NCc1ccc(F)cc1)C(c1cccnc1)N(C(=O)c1csnn1)c1ccccc1 (configuration not stated) | 2 | -0.1 | 10 | -7 | 99 | 2.9 | 22 | 100 | -3
O=C(Cc1ccccc1)N/N=C/c1ccccn1 | / | -0.1 | 1 | -11 | 96 | 0.2 | / | 98 | -1
COc1ccccc1C(=O)NCC1CCN(c2ccc(S(=O)(=O)N3CCOCC3)cc2)CC1 | 2 | 3.1 | 2 | -13 | 98 | 2.8 | 15 | 97 | -3
O=c1c2ccccc2n(CC(O)CN2CCCCC2)c2ccccc12 (configuration not stated) | -2 | -0.2 | 12 | -5 | 104 | -0.7 | 33 | 116 | -1
CCCC(=O)Nc1nc2c(c(=O)[nH]1)CCCC2 | 9 | -0.3 | 2 | -3 | 101 | 0.8 | 4 | 102 | -2
CCCCn1c(=O)[nH]c(=O)c2c1ncn2Cc1ccco1 | -10 | 0.3 | -5 | / | 97 | 0.4 | 9 | 96 | -14
Cc1ccnc(NC(=O)CCC(=O)N(CC(=O)NCc2ccc(F)cc2)c2cccc(F)c2)c1 | 6 | 1.2 | 12 | -10 | 105 | 0.7 | 11 | 102 | 9
Cc1ccc(NC(=O)c2ccco2)cc1NC(=O)CSc1nnc(-c2cccs2)n1C | 12 | -2.5 | -1 | -4 | 102 | -1.1 | 28 | 99 | -16
CSc1cccc(N/C(=N/S(=O)(=O)c2ccccc2)NN)c1 | -26 | / | -1 | -12 | 101 | / | 20 | 97 | -1
O=C(COc1ccc(Br)cc1F)N1CCN(c2ncccn2)CC1 | 17 | -0.1 | -6 | -3 | 114 | 0.1 | 1 | 102 | -2
Nc1nc2c(F)cccc2s1 | 24 | 0.2 | 0 | -8 | 133* | -0.3 | 0 | 102 | -13
COc1ccc(/C(N)=N/OC(=O)c2ccc([N+](=O)[O-])c(C)c2)cc1OC | 4 | 0.7 | -7 | -8 | 99 | 0.6 | 12 | 95 | -4
Cc1ccc(NC(=O)CN(C)CCOc2ccccc2)c([N+](=O)[O-])c1 | 12 | -1.3 | 0 | -12 | 102 | 0.6 | 36 | 101 | -3
CCOCCCNS(=O)(=O)c1ccc(-n2cnnn2)c(OC)c1 | 5 | 1.7 | 4 | -10 | 108 | 2.1 | 18 | 103 | -7
COc1cc2cc(Oc3ccc4ccc(=O)oc4c3)c(=O)oc2cc1OC1OC(COC(=O)CC(C)(O)CC(=O)O)C(O)C(O)C1O (configuration not stated) | 23 | 0.5 | 3 | 1 | 107 | -0.6 | -1 | 94 | -5
O=C(CCCOc1ccccc1)Nc1ccc2c(c1)OCCO2 | -1 | -0.6 | 2 | -1 | 107 | 0.1 | -51 | 105 | -9
Cc1ccc2nc(SCC(=O)NCc3ccc(F)cc3)[nH]c2c1 | 5 | 1.1 | 8 | -8 | 104 | 4.8 | 1 | 103 | 2
COc1ccc(C2=NN(C(=O)c3ccccc3)C(c3ccc(OC)c(OC)c3)C2)cc1OC (configuration not stated) | 5 | / | -2 | -11 | 101 | / | 32 | 102 | -5
O=C(Cc1ccccc1)Nc1ccnn1C1CCN(Cc2nccs2)CC1 | 17 | 0.6 | -2 | 3 | 101 | 0.5 | 40 | 99 | -5
O=C(Nc1ccncc1)c1ccccc1F | 3 | 0.4 | 6 | 5 | 101 | 0.9 | 1 | 105 | -14
OCCN1CCN(Cc2nc(-c3cccc(Cl)c3)no2)CC1 | 2 | 0.6 | 10 | -5 | 102 | 1.1 | 41 | 109 | -6
Cc1nc(NC(=O)c2oc3ccccc3c2C)sc1C(=O)N(C)C | -1 | 0.9 | -7 | -7 | 87 | 0.5 | -4 | 93 | -5
CCc1ccc(CN2CCC(Oc3ccc(C(=O)N4CCCCC4)cc3)CC2)cc1 | 11 | / | -2 | -4 | 101 | / | 32 | 106 | -15
O=C(Cn1c(CO)nc2ccccc21)NCCc1ccc(F)cc1 | 3 | -0.5 | 3 | -5 | 104 | -0.2 | -39 | 109 | -13
O=C(OCC1COc2ccccc2O1)c1ccccc1F (configuration not stated) | -2 | -1.6 | -8 | -3 | 94 | -1.0 | -11 | 94 | 7
COc1cccc(NS(=O)(=O)c2ccc3c(c2)N(C(C)=O)CCO3)c1 | 12 | 6.0 | 8 | -7 | 103 | 8.6 | 18 | 102 | -11
COc1ccc(C(=O)C2CCCN(C3Cc4ccccc4C3)C2)cc1OC (configuration not stated) | 17 | 0.3 | -12 | -3 | 98 | 0.8 | 15 | 80 | -22
COc1ccc(CCCc2nnc(SCC(=O)Nc3nc(C)cs3)n2C)cc1 | -1 | 0.1 | -2 | -5 | 92 | -0.6 | 2 | 92 | 3
O=C(NC(=S)Nc1cccnc1Cl)c1ccco1 | -7 | 0.2 | 5 | -7 | 105 | 0.4 | -17 | 109 | -5
Cc1ccc(-n2c(O)c(C=Nc3ccccc3-c3n[nH]c(=S)[nH]c3=O)c3ccccc3c2=O)c(C)c1 | 17 | -2.7 | 5 | -1 | 106 | -0.1 | 20 | 102 | -14
COC(=O)c1sc(-c2cccs2)cc1NC(=O)/C=C/C(=O)O | / | -0.1 | 7 | -3 | 106 | -0.9 | 13 | 106 | 3
CCC(C)NC(=O)C1CCN(S(=O)(=O)c2ccc3[nH]c(=O)ccc3c2)CC1 (configuration not stated) | 8 | -0.2 | 0 | 0 | 99 | 0.8 | 7 | 100 | 3
O=C(CN1CCOCC1)Nc1ccccc1NC(=O)C1CCN(c2ncccn2)CC1 | -6 | -0.2 | 2 | -5 | 102 | -0.1 | -17 | 103 | -8
Cc1nn(-c2ccccc2)c2c1C1(C(=O)N(C)c3ccccc31)N(c1ccccc1)C(=O)N2 (configuration not stated) | 4 | 0.0 | 1 | 0 | 100 | 0.2 | 3 | 102 | 5
Cc1cc(C(=O)Nc2c(C)nn(Cc3ccccc3Cl)c2C)no1 | -23 | -0.2 | 11 | -5 | 105 | -0.1 | 9 | 108 | -10
CCOC(=O)c1oc2c(C)c(O)ccc2c(=O)c1-c1nncn1-c1ccccc1 | 2 | -0.3 | -2 | -6 | 96 | -1.0 | 16 | 96 | -8
C=CCOc1ccccc1CN1CCC(CO)(CCOc2ccccc2)CC1 | 13 | 6.8 | -11 | -7 | 90 | 4.2 | 44 | 92 | 10
COc1ccccc1N1CCN(C2CCN(C(=O)c3cccc(F)c3)CC2)CC1 | -7 | -1.8 | 0 | -2 | 106 | 0.2 | 3 | 102 | 0
O=C(c1c(F)c(F)c(F)c(F)c1F)N1CCN(c2cccc(C(F)(F)F)c2)CC1 | 25 | -0.6 | -1 | -4 | 96 | 0.4 | 23 | 98 | -12
Cc1ccc(N2C(=O)N(CC(=O)N(C)Cc3ccccc3)C(=O)C2C)cc1 (configuration not stated) | 17 | 0.9 | 0 | -6 | 100 | 0.1 | 13 | 102 | -4
COc1ccccc1/C=C(\C#N)C(=O)Nc1ccc(S(N)(=O)=O)cc1 | 0 | -0.6 | 0 | -4 | 114 | 0.7 | 13 | 108 | 8
Cc1[nH]nc2c1C1(C(=O)N(Cc3ccc(Cl)cc3)c3ccccc31)C(C#N)=C(N)O2 (configuration not stated) | 31 | -1.6 | -5 | -1 | 93 | 0.2 | -3 | 92 | 6
Cc1ccc(C(=O)/C=C/Nc2ccc([N+](=O)[O-])cc2Br)cc1 | -11 | 2.0 | 12 | -3 | 106 | 0.0 | 23 | 107 | -2
CC(=O)NC(N1CCCCC1)C(F)(F)C(F)(F)C(F)(F)C(F)F (configuration not stated) | -4 | -1.2 | -6 | -7 | 92 | -0.6 | -1 | 93 | -6
O=c1[nH]c2ccc(NS(=O)(=O)c3ccc4ccccc4c3)cc2[nH]1 | -2 | -0.3 | -5 | -12 | 105 | 0.0 | 43 | 94 | 3
CCc1cc2c(SCC(=O)c3ccccc3)ncnc2s1 | -42 | -0.6 | 10 | -8 | 108 | 0.9 | 6 | 104 | 2
C=C(Cl)COc1ccc2c(CCCC)cc(=O)oc2c1 | 7 | -1.4 | 6 | -3 | 108 | -0.4 | -6 | 105 | 5
Cc1cc(=O)oc2cc(OCC(=O)N3CCN(C(=O)c4ccco4)CC3)ccc12 | 50 | -0.7 | -1 | -7 | 97 | 0.5 | -29 | 103 | -12
O=[N+]([O-])c1cc(CN2CCCC2)ccc1Sc1ccc(Cl)cc1 | 16 | -0.2 | 34 | -5 | 109 | -1.1 | 33 | 149* | 5
CCc1nnc(NC(=O)c2cccc(NC(=O)C(C)C)c2)s1 | -7 | -1.0 | -4 | -6 | 98 | 0.9 | -27 | 101 | 2
COc1cccc(Nc2nc(-c3sc(NC(=O)c4ccco4)nc3C)cs2)c1 | 2 | -1.2 | 2 | -2 | 105 | -0.4 | -70 | 109 | -10
COCCn1c(SC(C)C(=O)Nc2ncc(Cl)cc2Cl)nc2ccccc21 (configuration not stated) | 6 | -2.8 | 4 | 3 | 103 | -1.6 | 8 | 103 | 0
O=C(Nc1ccccc1)c1ccc(Br)c(S(=O)(=O)Nc2ccccn2)c1 | 12 | -0.7 | 2 | 2 | 102 | 0.2 | 53 | 101 | 1
Cc1ccc(Nc2nc(CSc3nnnn3C)cs2)cc1 | 27 | 0.0 | 2 | -5 | 101 | 1.9 | 11 | 99 | 10
CCCn1c(SCc2nc(-c3cccs3)no2)nnc1-c1ccncc1 | 29 | 0.9 | 1 | -10 | 95 | 0.6 | -3 | 99 | -9

Structures listed so far printed as active in NALP1 inh:
| SMILES | NALP1 inh | MEKK2mut PB1 HTS | GalR3 antagonist | MEKK3 PB1 HTS | PHOSPHO1 block | MEKK2 WT-MEK5 | GPR7 antag |
| --- | --- | --- | --- | --- | --- | --- | --- |
| CC(=O)n1c2c(c3ccccc31)OC(N)=C(C#N)C2c1ccc(C(C)C)cc1 (configuration not stated) | 34* | -7 | -5 | 98 | 16 | 91 | 15 |

(listing goes on)
SMILES | NALP1 inh | OXTR agonist | MEKK2mut PB1 HTS | GalR3 antagonist | MEKK3 PB1 HTS | V1aR counter | PHOSPHO1 block | MEKK2 WT-MEK5 | GPR7 antag
CCOc1ccc(-c2nnc3ccc(SCC(=O)NCc4ccco4)nn23)cc1 | 2 | -0.4 | 5 | -5 | 104 | -0.3 | 32 | 106 | -7
CCc1cc(-c2ccc3c(c2)COc2c4ccccc4nn2-3)on1 | / | 2.9 | 1 | -5 | 103 | 1.5 | / | 100 | /
Cc1nnc(SCC(=O)c2ccc(Br)cc2)s1 | 6 | -1.3 | 0 | -5 | 104 | 0.0 | 17 | 106 | 10
NC(=O)c1cc2c(s1)-c1cc(Cl)ccc1SC2 | / | -1.3 | 3 | 1 | 103 | -0.2 | 8 | 100 | -17
Cc1ccccc1Nc1c(-c2ccccn2)nc2ccccn12 | -19 | -2.5 | -1 | -4 | 108 | -1.7 | 32 | 108 | -8
C=CCn1c(SCCOC)nc2c1c(=O)[nH]c(=O)n2C | 15 | 0.9 | 7 | / | 103 | 0.7 | 6 | 103 | -5
